CHO parental Ca = ATP-evoked calcium signal inhibitors, parental CHO, primary screen, counter-screen for OX1R antagonist project, cell-based, fluorescence, Fluo-8 calcium dye; parental CHO-K1, ATP-induced calcium, Fluo-8 fluorescence; inhibition, % at 5.6 µM; actives 0.63% (n = 330,000);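 active = inhibition above that plate's mean sample inhibition plus 3 SD, cut at about 26% in these data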;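 note: 0% = ATP-challenged DMSO wells and 100% = DMSO wells without ATP; some compounds past the cut are filed as inactive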
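Test system: parental CHO cells; detection: calcium-sensitive Fluo-8 fluorescence; evaluation: percent inhibition of calcium signal; also added: ATP as calcium-mobilizing challenge; repeats: one well per compound; control set: ATP-challenged DMSO wells low, unchallenged DMSO wells high; compound: single nominal dose of 5.6 µM per compound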
TAAR1 antag = human TAAR1 antagonists, primary screen, Fluo-8 calcium fluorescence, CHO RD-HGA16 cells; Trace amine-associated receptor 1 (Homo sapiens), Q96RJ0; antagonist; inhibition, % at 3 µM; actives 1.5% (n = 360,000);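 active = inhibition above a per-plate cutoff, the mean inhibition of test compounds on that plate plus 3 SD, cut at about 49% in these data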;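 note: 0% = DMSO plus EC80 beta-PEA response and 100% = DMSO alone without agonist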
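System: RD-HGA16 CHO cells with stable hTAAR1 and Gα16 | Probe or stimulus: EC80 β-phenethylamine stimulus | Dosing: 3 µM, single point | Times: Dye loading 75 min at 37 °C, then 30 min room temperature | Measured by: Fluo-8 calcium-sensitive fluorescence | Read-out basis: % inhibition of agonist calcium response | Replicates: n of 1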
CHO-K1 Ca antag = counter-screen for M1 antagonists: effect in parental CHO-K1 cells; actives 0.6% (n = 360,000); ATP-induced calcium, Fluo-8 fluorescence; inhibition, % at 3 µM;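 active = inhibition above a per-plate cutoff, the plate's mean sample inhibition plus 3 SD, cut at about 24% in these data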;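 note: 0% = DMSO plus EC80 ATP and 100% = DMSO alone without ATP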
V1R ag counter = agonists of human V1a receptor, primary screen, counter-screen for OXTR agonist project, fluorescence, CHO-V1R cells | Vasopressin V1a receptor (Homo sapiens), P37288 | Fluo-8 calcium fluorescence, agonist mode; 0% DMSO, 100% 3 nM vasopressin | activation, % at 3 µM | actives 0.25% (n = 320,000);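 active = activation above the mean activation of all tested compounds plus 3 SD, per screening run, cut at about 20% in these data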;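 note: signal is peak over basal fluorescence ratio across a 100 second FLIPR read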
OXTR potentiate = human OXTR potentiators, primary screen, fluorescence, CHO-OTR cells, Fluo-8 calcium; Fluo-8 calcium fluorescence, potentiator mode; 0% = oxytocin EC15, 100% = EC100; activation, % at 3 µM; actives 0.061% (n = 320,000);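 active = activation above that plate's cutoff, the mean activation of tested compounds plus 3 SD, cut at about 6.6% in these data, passing the limit was not always enough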;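 note: 100% uses oxytocin at 75 nM as the full agonist control; some results filed as inactive read as strong as hits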
Target sequence (P30559 whole entry, looked up): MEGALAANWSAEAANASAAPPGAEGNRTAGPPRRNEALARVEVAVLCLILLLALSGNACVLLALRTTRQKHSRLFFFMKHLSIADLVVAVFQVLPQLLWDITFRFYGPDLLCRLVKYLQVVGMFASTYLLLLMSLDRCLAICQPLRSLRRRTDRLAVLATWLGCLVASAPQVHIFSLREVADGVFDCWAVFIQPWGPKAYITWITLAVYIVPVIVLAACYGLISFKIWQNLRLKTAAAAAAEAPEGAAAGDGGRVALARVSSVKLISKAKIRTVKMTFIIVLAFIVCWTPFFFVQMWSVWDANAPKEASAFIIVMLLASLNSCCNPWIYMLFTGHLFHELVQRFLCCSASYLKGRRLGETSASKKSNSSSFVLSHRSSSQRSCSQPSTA
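Replication – single well per compound, singlicate · Assay system – CHO cell line stably expressing human OTR · Timing – 6 min pre-incubation, 100 s read · Measure – normalized max/min fluorescence ratio, % activation · Doses – 3.0 µM, one dose · Detection – Fluo-8 calcium dye fluorescence · Probe or stimulus – oxytocin near EC15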
M1 ag parental = counter-screen for M1 agonists: effect in parental CHO-K1 cells; activation, % at 3 µM; AID 602248, 2012; Fluo-8 calcium fluorescence; scaled to maximal ATP response, vehicle zero; actives 0.48% (n = 360,000); in the data active = activation above about 15%;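 note: untransfected CHO-K1 host cells lacking M1 receptor as counterscreen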
TAAR1 ag = human TAAR1 agonists, primary screen, Fluo-8 calcium fluorescence, CHO RD-HGA16 cells. Trace amine-associated receptor 1 (Homo sapiens), Q96RJ0. vehicle wells 0%, saturating PEA agonist 100%. activation, % at 3 µM. actives 0.99% (n = 360,000);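 active = activation above the mean activation of all test compounds in the run plus 3 SD, cut at about 38% in these data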
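Test system: RD-HGA16 (CHO) cells co-expressing Gα16 and hTAAR1 | Doses: Single dose, 3 µM | Schedule: 17-24 h seeding, 75 min 37 °C dye, 30 min RT | Evaluation: % activation from peak over basal fluorescence ratio, DMSO-to-PEA scaled | Technique: Kinetic Fluo-8 calcium fluorescence | Benchmarks: Low control DMSO, high control PEA (EC100)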
CHO-K1 Ca PAM = nonselective calcium activators in parental CHO-K1 cells, primary screen, counter-screen for M1 PAM project, cell-based, Fluo-8 calcium fluorescence, full deck, 1536-well | ATP EC20; 0% at ATP EC20, 100% at ATP max | activation, % at 3 µM | actives 0.02% (n = 360,000) | AID 602247, 2012;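 active = activation above the run cutoff, the mean activation of all test compounds plus 3 SD, cut at about 40% in these data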;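 note: peak over basal fluorescence ratio in a 140 s read after ATP addition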
M1 ag = human M1 muscarinic receptor agonists, primary screen, Fluo-8 calcium fluorescence, CHO-K1 cells, HTS; activation, % at 3 µM; CHO-K1 hM1, agonist mode; 0% DMSO, 100% acetylcholine EC100; actives 0.33% (n = 360,000); AID 588814, 2011; Muscarinic acetylcholine receptor M1 (Homo sapiens), P11229;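 active = activation above the run's mean compound activation plus 3 SD, cut at about 16% in these data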;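 note: peak over basal fluorescence ratio within a 140 s kinetic read after compound addition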
Target sequence (P11229 whole entry, looked up): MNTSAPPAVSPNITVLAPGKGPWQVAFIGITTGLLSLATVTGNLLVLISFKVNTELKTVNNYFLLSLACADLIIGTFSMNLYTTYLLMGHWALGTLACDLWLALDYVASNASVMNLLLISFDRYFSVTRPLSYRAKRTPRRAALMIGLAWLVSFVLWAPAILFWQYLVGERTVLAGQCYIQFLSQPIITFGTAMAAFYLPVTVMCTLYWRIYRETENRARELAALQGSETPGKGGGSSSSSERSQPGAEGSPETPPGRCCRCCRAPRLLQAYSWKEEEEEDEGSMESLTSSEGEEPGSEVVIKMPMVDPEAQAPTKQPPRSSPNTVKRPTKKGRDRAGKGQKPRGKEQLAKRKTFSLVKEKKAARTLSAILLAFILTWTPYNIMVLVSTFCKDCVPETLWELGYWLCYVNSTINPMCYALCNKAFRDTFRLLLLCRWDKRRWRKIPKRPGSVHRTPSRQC
* = called active by the depositor; . = not tested or not shown.

canonical_smiles	CHO-K1 Ca antag	M1 ag	TAAR1 ag	OXTR potentiate	TAAR1 antag	CHO parental Ca	V1R ag counter	CHO-K1 Ca PAM	M1 ag parental
COC(=O)[C@@]1(Cc2ccc(OC)cc2)[C@H]2c3cc(C(=O)N(C)C)n(C[C@H](O)CO)c3C[C@H]2CN1C(=O)c1ccccc1	.	.	9	-4	-1	-7	1.1	.	.
CC(=O)Nc1cccc(C(=O)OC(C)C(=O)N2CCc3ccccc32)c1 (configuration not stated)	14	0	4	-8	-5	-13	0.6	-7	0.5
CC(C)(C)c1ccc(OCCCNCc2ccccc2)cc1	1	-5	74*	-3	-5	-3	1.9	13	3.0
COc1ccc([C@H]2CC(=O)C=C(c3ccc4ccn(C)c4c3)C2)cc1	-11	-2	3	-6	19	0	1.7	8	1.2
O=C(Nc1cccc(C(=O)O)c1)Nc1ccc2c(c1)OCO2	10	2	0	-6	1	10	0.1	-12	0.2
COc1ccc(CCNC(=O)CC(=O)NCCc2ccc(OC)cc2)cc1	6	-1	0	-7	-3	1	1.0	-10	0.8
COc1cc(OC)cc(C(=O)NNC(=O)CCNS(=O)(=O)c2ccc(Br)cc2)c1	-11	7	9	1	-3	-16	0.7	5	0.2
CCOc1ccc(CCNC(=O)c2nnn(CC(=O)Nc3ccc(C)cc3)c2N)cc1OCC	-4	-3	.	-5	.	4	-0.6	-10	-1.2
N#CC[C@H](Cc1ccccc1)N1CC[C@@H](NC(=O)OCc2ccccc2)CCC1=O	-15	-8	5	-7	-14	5	-0.1	13	0.9
C=CCc1ccc(OCCCCN2CC(C)CC(C)C2)c(OC)c1 (configuration not stated)	-20	-4	3	1	-7	-40	1.6	3	2.1
O=S(=O)(Nc1ccc(-n2cnnn2)cc1)c1cccc(Cl)c1	-6	-3	1	.	7	.	.	8	2.6
Cc1nc(SCC(=O)NC(C)(C#N)C2CC2)c2c(-c3cccs3)csc2n1 (configuration not stated)	-6	-11	2	-3	9	-27	-1.2	14	1.8
O=C(NCCCl)NNC(=O)c1cc2ccccc2cc1O	-14	-2	4	0	-26	-4	-0.3	-7	0.6
CC1(C(=O)N/N=C/c2c(F)c(F)c(F)c(F)c2F)CC1(Cl)Cl (configuration not stated)	-7	2	-2	-12	-35	-23	-0.9	15	13
COc1ccc(OC)c(C(=O)N(C)C2CCCN(Cc3ccccc3F)C2)c1 (configuration not stated)	2	-2	1	-12	-27	-15	0.0	4	0.1
O=S(=O)(Nc1cccc2[nH]ncc12)c1cccs1	-5	-4	4	-10	16	-7	1.1	21	0.2
CS(=O)(=O)Nc1ccc(C(=O)NCC2CCCO2)cc1 (configuration not stated)	-7	-3	4	-12	5	-10	0.4	17	0.5
COc1cc(Nc2nc3ccccc3nc2NS(=O)(=O)c2ccc([N+](=O)[O-])cc2)cc(OC)c1OC	8	0	2	-4	42	-25	1.7	-5	-0.7
O=C(NCc1ccccc1)C(=O)Nc1nc(C23CC4CC(CC(C4)C2)C3)cs1	-1	0	5	-12	-7	-13	-1.4	5	-0.4
CN(c1cccc(NC(=O)c2ccc(Cl)c(S(=O)(=O)N3CCOCC3)c2)c1)S(C)(=O)=O	14	0	1	.	-20	.	.	-29	0.3

Taken from above:
Reading of `CC1(C(=O)N/N=C/c2c(F)c(F)c(F)c(F)c2F)CC1(Cl)Cl` (configuration not stated) under M1 ag parental: 13
Reading of `CS(=O)(=O)Nc1ccc(C(=O)NCC2CCCO2)cc1` (configuration not stated) under M1 ag: -3
Reading of `O=S(=O)(Nc1cccc2[nH]ncc12)c1cccs1` under CHO parental Ca: -7
Reading of `COc1ccc(OC)c(C(=O)N(C)C2CCCN(Cc3ccccc3F)C2)c1` (configuration not stated) under M1 ag: -2
Reading of `Cc1nc(SCC(=O)NC(C)(C#N)C2CC2)c2c(-c3cccs3)csc2n1` (configuration not stated) under CHO-K1 Ca PAM: 14
Reading of `COc1cc(Nc2nc3ccccc3nc2NS(=O)(=O)c2ccc([N+](=O)[O-])cc2)cc(OC)c1OC` under M1 ag: 0

Continued.
canonical_smiles	CHO-K1 Ca antag	M1 ag	TAAR1 ag	OXTR potentiate	TAAR1 antag	CHO parental Ca	V1R ag counter	CHO-K1 Ca PAM	M1 ag parental
O=C(NCc1ccc2c(c1)OCO2)c1cc(-c2ccccc2)on1	10	-5	27	-2	11	18	0.4	-11	-0.2
COc1cc(OC)cc(C(=O)N2CCN(C(=O)Cc3ccccc3)CC2)c1	-18	-6	0	2	-7	13	0.0	-7	0.8
O=c1[nH]c(SCc2n[nH]c(=S)n2-c2ccccc2)nc2ccccc12	-15	-4	10	-3	8	-7	-1.0	13	-0.9
CN(C)CCN(C(=O)CCS(=O)(=O)c1ccccc1)c1nc2c(F)cccc2s1	-17	-3	2	-4	-5	-8	0.5	14	1.4
COc1ccccc1Oc1ccc2c(c1)C(=O)N(CC(=O)O)C2=O	-5	1	.	-2	.	-14	0.4	-12	-0.4
O=C(NCc1ccccc1)c1cc(C2COCCN2C(=O)c2ccc(Cl)cc2)on1 (configuration not stated)	-3	-3	3	.	-19	.	.	0	1.1
CC(=O)c1ccc(OCCCC(=O)Nc2ccc(S(=O)(=O)N3CCOCC3)cc2)cc1	-8	-1	11	-6	7	-9	5.2	18	8.0
CC1(C)CC(=O)C/C(=N/NC(=O)CCCOc2ccc(Cl)cc2Cl)C1	8	-6	8	-20	-10	-27	1.2	13	0.3
Cc1c(C(=O)NCc2cccs2)sc(=O)n1Cc1ccc(S(=O)(=O)N(C)C)cc1	-3	-2	8	.	33	.	.	9	6.2
N[C@@]12CCc3nonc3[C@]1(O)CC(c1ccccc1)=[N+]2[O-]	-15	-2	9	-1	-2	-8	0.4	25	0.8
COc1ccccc1C(=O)NNC(=O)C(=O)NC1CCCCC1	-20	-1	-3	7	-4	-6	0.8	17	-0.3
O=C(c1ccco1)n1nc(-c2cccnc2)nc1NCc1ccco1	-10	-4	7	-5	-3	3	-0.1	6	0.3
CN(C)c1ccc(/C=C(/NC(=O)c2ccccc2)C(=O)N2CCCC2)cc1	-4	1	0	-11	-16	-1	4.6	2	3.4
C[C@H](CO)N1C[C@H](C)[C@@H](CN(C)S(=O)(=O)c2ccccc2C#N)OCc2cnnn2CCCC1=O	-9	-3	3	.	-6	.	.	12	0.9
COc1ccc(C2CC(c3cccc(OC)c3OC)n3nnnc3N2)cc1 (configuration not stated)	10	-3	4	-6	-3	-5	-0.1	-4	0.6
O=C(CCn1c(=S)oc2ccccc21)NCCC1=CCCCC1	-8	-4	1	-3	-18	-21	-0.9	-2	1.1
CC(C)C1CC(CCNCc2ccc3c(c2)OCO3)(c2ccccc2)CCO1 (configuration not stated)	-16	-3	9	-9	11	11	3.2	-11	3.0
CC(C)(C)[C@@H]1COC(=O)[C@H](Cc2ccc(F)cc2)C/C=C\C[C@H](CC(=O)N(CCO)Cc2ccccc2)C(=O)N1	-13	-3	33	-5	50*	-30	0.0	0	6.0
COc1cccc(CNC(=O)c2ccc(F)c(S(=O)(=O)N3CCCCC3)c2)c1	4	1	1	.	11	.	.	5	2.6
COc1cc(/C=C2\C(=O)N(c3ccc(NC(C)=O)cc3)N=C2c2ccccc2)ccc1O	-6	0	0	6	9	-3	0.1	7	0.6

The final 3 records of the section above lead into the next:
canonical_smiles	CHO-K1 Ca antag	M1 ag	TAAR1 ag	OXTR potentiate	TAAR1 antag	CHO parental Ca	V1R ag counter	CHO-K1 Ca PAM	M1 ag parental
CC(C)(C)[C@@H]1COC(=O)[C@H](Cc2ccc(F)cc2)C/C=C\C[C@H](CC(=O)N(CCO)Cc2ccccc2)C(=O)N1	-13	-3	33	-5	50*	-30	0.0	0	6.0
COc1cccc(CNC(=O)c2ccc(F)c(S(=O)(=O)N3CCCCC3)c2)c1	4	1	1	.	11	.	.	5	2.6
COc1cc(/C=C2\C(=O)N(c3ccc(NC(C)=O)cc3)N=C2c2ccccc2)ccc1O	-6	0	0	6	9	-3	0.1	7	0.6
CCC(=O)N/N=c1/sc2ccccc2n1C	6	-8	0	-4	-14	-8	0.3	3	-0.4
CSc1ccccc1C(=O)NCc1ccc2c(c1)OCO2	14	-3	7	-9	8	-10	-0.7	-13	0.5
COc1ccc(COCC(O)CN2CCN(S(=O)(=O)c3ccc(C(C)C)cc3)CC2)cc1 (configuration not stated)	-15	0	13	-12	2	-10	8.7	10	5.3
CCOc1cc(Br)ccc1S(=O)(=O)N1CCC(C(N)=O)CC1	-8	-6	2	-11	-6	0	1.1	14	0.4
O=C(CCl)NC(=O)NC12CC3CC(CC(C3)C1)C2	-6	-4	2	-1	-2	-4	0.3	13	0.2
CCCC(=O)n1nc(-c2cccnc2)nc1NCc1cccs1	-2	-5	4	.	-8	.	.	5	0.2
c1ccc(CN2c3ccccc3-c3nc4ccccc4n3C2c2ccccn2)cc1 (configuration not stated)	-4	-5	12	-4	55*	-14	0.0	15	1.4
S=C(NN=Cc1ccccn1)N(Cc1ccccn1)Cc1ccccn1	-3	-5	1	.	-3	.	.	-6	-0.3
CCc1cc2c(=O)nc3n(c2s1)Cc1ccccc1/C3=C(/O)c1ccccc1Cl	0	-3	7	-15	0	6	-0.5	13	1.5
Cc1cccn2c(=O)c3cc(C(N)=S)c(=N)n(CCCOC(C)C)c3nc12	9	-5	2	-15	2	-16	-0.9	11	0.0
Clc1cc(NCc2cccs2)ccc1N1CCOCC1	-18	-2	12	-17	-2	-3	-0.1	13	0.3

Screening data from PubChem BioAssay.
